# CatS block – inhibitors of human cathepsin S, biochemical, compound mixtures; P25774; recombinant cathepsin S, AMC dipeptide fluorescence, pooled mixtures; inhibition, %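 (tested at 5 µM per compound within 10-compound mixtures)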; 62,000 compounds, 0.06% hits; AID 501, 2006; in the data active = inhibition above about 32%, passing the limit was not always enough;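 also: 0% = enzyme without compound and 100% = blank without enzyme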
# Target sequence (P25774 115-331 limits assumed): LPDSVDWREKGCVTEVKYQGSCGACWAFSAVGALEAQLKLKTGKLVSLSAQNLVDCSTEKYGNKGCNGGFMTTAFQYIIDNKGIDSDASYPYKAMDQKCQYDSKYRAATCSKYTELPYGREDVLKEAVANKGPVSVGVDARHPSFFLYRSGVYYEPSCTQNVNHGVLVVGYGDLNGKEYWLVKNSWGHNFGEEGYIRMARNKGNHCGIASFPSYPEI
# Abs 340nm – compound light absorbance at 340 nm, profiling panel, artefact control, biochemical, MLSMR library, data from PS, PMK, MK assays | compound absorbance at 340 nm, fold over control | fold change at 10 µM | 65,000 tested, under 10 active | AID 708, 2007;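 active = at 10 µM dose, initial 340 nm absorbance at least 2 fold that of control wells; inactive = change under 2 fold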;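 also: initial absorbance extrapolated from kinetic A340 decline of NADH oxidation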
# Cathepsin G inh – human cathepsin G inhibitors, primary screen, biochemical, pooled compound mixtures, AMC fluorescence; P08311; purified enzyme, AMC-tetrapeptide fluorescence; inhibition, % at 5 µM (by protocol); 62,000 compounds, 0.2% hits; AID 581, 2007;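 active = inhibition above 20% in each of the two mixture wells holding the compound; inactive = inhibition of 20% or less in either well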;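 also: 0% = enzyme control without mixture and 100% = blank lacking enzyme; strong numbers were not always called active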
# C1s inh – complement C1s protease inhibitors, primary screen, biochemical, 10-compound mixtures; Complement C1s subcomponent (Homo sapiens), P09871; purified C1s, fluorogenic AMC substrate, pooled mixtures; mean inhibition % of two 10-compound mixtures (active compounds read high), % at 5 µM (by protocol); 62,000 compounds, 0.16% hits;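 active = inhibition above 20% in each of the two 10-compound mixture wells holding the compound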;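 also: 0% = enzyme wells lacking compound mixture and 100% = no-enzyme blank wells; some compounds called inactive have numbers as strong as hits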
# Target sequence (P09871 16-437 limits assumed): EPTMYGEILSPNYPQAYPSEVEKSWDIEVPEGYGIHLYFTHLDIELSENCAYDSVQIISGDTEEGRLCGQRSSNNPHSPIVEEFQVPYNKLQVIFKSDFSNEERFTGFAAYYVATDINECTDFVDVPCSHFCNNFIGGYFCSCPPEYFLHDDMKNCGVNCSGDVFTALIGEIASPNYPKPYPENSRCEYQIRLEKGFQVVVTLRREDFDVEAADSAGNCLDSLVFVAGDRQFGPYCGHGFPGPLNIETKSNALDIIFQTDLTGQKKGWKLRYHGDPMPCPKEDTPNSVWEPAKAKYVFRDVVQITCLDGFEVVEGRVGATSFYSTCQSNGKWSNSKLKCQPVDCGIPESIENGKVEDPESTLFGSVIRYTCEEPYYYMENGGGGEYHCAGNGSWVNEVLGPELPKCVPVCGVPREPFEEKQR
# Target sequence (P09871 438-688 limits assumed): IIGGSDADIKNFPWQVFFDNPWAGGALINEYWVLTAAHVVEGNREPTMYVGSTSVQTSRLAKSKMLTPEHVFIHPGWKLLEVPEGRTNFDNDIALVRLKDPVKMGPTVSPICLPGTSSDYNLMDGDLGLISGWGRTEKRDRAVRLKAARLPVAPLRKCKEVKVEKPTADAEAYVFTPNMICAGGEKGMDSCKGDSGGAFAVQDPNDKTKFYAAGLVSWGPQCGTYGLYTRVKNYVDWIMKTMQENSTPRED
# CatB block – human cathepsin B inhibitors, primary screen, biochemical, fluorogenic substrate; P07858; purified cathepsin B, fluorescence; inhibition, %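 (tested at 10 µM)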; 63,000 compounds, 0.1% hits; in the data active = inhibition above about 21%;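 also: 0% = enzyme with no compound and 100% = no enzyme blank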
# FXIIa inh mix – human factor XIIa inhibitors, primary screen, biochemical, pooled compound mixtures, fluorogenic substrate; 62,000 compounds, 0.2% hits; inhibition, % at 5 µM; purified FXIIa;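 also: 0% = enzyme without compound and 100% = no enzyme blank; some results filed as inactive read as strong as hits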
# FXIa inh mix – FXIa protease inhibitors in compound pools, primary screen, biochemical, 10-compound mixtures | Coagulation factor XI (Homo sapiens), P03951 | purified FXIa, fluorogenic substrate, pooled mixtures | inhibition, % at 5 µM | 62,000 compounds, 0.19% hits;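 also: each value is inhibition by a whole ten-compound pool holding the compound; 0% = enzyme with no mixture and 100% = wells lacking enzyme; strong numbers were not always called active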
# CatL inh – inhibitors of human cathepsin L, biochemical; Procathepsin L (Homo sapiens), P07711; purified cathepsin L, fluorogenic substrate, fluorescence; inhibition, %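 (tested at 10 µM)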; 58,000 compounds, 0.17% hits; AID 460, 2006; in the data active = inhibition above about 45%;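 also: 0% = enzyme with no compound and 100% = no enzyme blank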
# CatB mixtures – cathepsin B inhibitors from pooled compounds, primary screen, biochemical, compound mixtures, AMC fluorescence. 62,000 compounds, 0.06% hits. P07858. Purified cathepsin B, AMC dipeptide fluorescence. inhibition, %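 (ten-compound pools at 5 µM per compound and 50 µM total)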. AID 488, 2006; in the data active = inhibition above about 22%, passing the limit was not always enough;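 also: 0% = enzyme without compound and 100% = no enzyme blank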
# * = called active by the depositor; . = no result given. Rule as the data show it, unless noted: active = inhibition above about 20% (passing the limit was not always enough); inactive = the rest.
# Start of the listing, in advance:
SMILES,CatS block,Abs 340nm,Cathepsin G inh,C1s inh,CatB block,FXIIa inh mix,FXIa inh mix,CatL inh,CatB mixtures
CC(C)c1nc2oc3c(N4CCNCC4)ncnc3c2c2c1CCC2,-6,1,-7,-11,-8,2,0,2,-1
Clc1ccc(-c2noc(CN3CCCC3)n2)cc1,14,1,11,40,3,-1,7,17,5

# The listing (from the top)
SMILES,CatS block,Abs 340nm,Cathepsin G inh,C1s inh,CatB block,FXIIa inh mix,FXIa inh mix,CatL inh,CatB mixtures
CC(C)c1nc2oc3c(N4CCNCC4)ncnc3c2c2c1CCC2,-6,1,-7,-11,-8,2,0,2,-1
Clc1ccc(-c2noc(CN3CCCC3)n2)cc1,14,1,11,40,3,-1,7,17,5
CN1C(=O)C(O)(CC(=O)c2ccc3c(c2)OCO3)c2ccccc21 (stereo not given),-5,1,6,-2,1,2,0,-2,-7
CCC(C)N1C(=O)C2C(C(=O)Nc3cccc(OC)c3)C3C=CC2(O3)C1C(=O)NC1CCCCC1C (stereo not given),9,1,1,2,-4,8,5,7,-4
Cc1nnc(Sc2nc3c(c(=O)[nH]c(=O)n3C)n2CCc2ccccc2)s1,10,1,2,2,2,4,-2,.,-5
Cc1ccc(NC(=O)C(C)N2C(=O)C3CC=C(Cl)CC3C2=O)cc1 (stereo not given),-20,1,-2,0,2,2,11,.,-2
O=C(O)c1ccc(CSc2n[nH]c(-c3ccco3)n2)cc1,-2,1.1,0,-30,-2,13,5,-4,4
COc1ccc(C(c2nnnn2C2CCCCC2)N2CCN(c3ccccc3F)CC2)cc1 (stereo not given),-4,1,9,10,5,7,11,.,1
CCCCC(=O)Nc1ccc(C(=O)NCCCn2ccnc2)cc1,1,1,12,20,-1,9,5,2,4
c1ccc(-n2nnnc2-n2ccnc2)cc1,-2,1,8,13,6,3,0,6,2
O=C(/C=C/N1CCOCC1)c1coc2ccccc12,1,1.1,14,14,1,7,4,5,5
CSc1nc(C)nc2c1c(=O)n(C)c(=O)n2C,-12,1,-6,-44,-5,1,1,.,2
CCC(=O)Nc1cccc(NC(=O)c2cccnc2)c1,-8,1,0,1,-5,32,3,-7,2
CC(C)CCNC(=O)Cc1c(C(=O)O)[nH]c2ccc(Cl)cc12,-5,1,3,-45,4,4,-2,12,1
CCOC(=O)C1CCN(C(=O)c2ccccc2NC(C)=O)CC1,0,1.1,5,6,-2,7,5,-10,-3
Cc1cc(Nc2c(C)cccc2C)n2nc(C)nc2n1,1,1,9,2,0,8,0,.,4
CS(=O)(=O)N1CCN(CC2CC3C=CC2C3)CC1 (stereo not given),15,1,-1,6,-2,-23,9,-2,7
CC(C)(C)N=C1NC(=NC(C)(C)C)c2ccccc21,0,1,-11,-81,2,-25,-13,1,-1
CCOC(=O)c1cccnc1SCC(=O)N(C)c1ccccc1,-5,1,6,-21,6,-16,0,5,2
Cc1cc(-c2nn3c(C)nnc3s2)ccc1NC(=O)C(C)(C)C,-3,0.99,-5,-21,-1,0,-9,-7,2
Cc1cc(C(=O)CSc2nnc(-c3cccs3)o2)c(C)n1-c1ccccc1,7,1.1,10,-8,0,3,6,.,-1
O=C(O)c1ccccc1S(=O)(=O)c1ccccc1CO,11,1,7,3,1,1,2,-5,0
CCOC(=O)C1CCCN(C(=O)CN2C(=O)c3ccccc3C2=O)C1 (stereo not given),6,1.1,-5,-12,8,4,5,16,2
CCc1cc2c(SCC(=O)c3cccs3)ncnc2s1,17,1,15,15,5,-16,4,22,4
COCCn1c(COC)nc2ccccc21,1,1,-2,-25,-5,1,4,-3,5

# One compound at a time, from the list above. Values in the order: CatS block, Abs 340nm, Cathepsin G inh, C1s inh, CatB block, FXIIa inh mix, FXIa inh mix, CatL inh, CatB mixtures
# `CCOC(=O)C1CCN(C(=O)c2ccccc2NC(C)=O)CC1` is listed with 0, 1.1, 5, 6, -2, 7, 5, -10, -3
# `Cc1ccc(NC(=O)C(C)N2C(=O)C3CC=C(Cl)CC3C2=O)cc1` (stereo not given) is listed with -20, 1, -2, 0, 2, 2, 11, ., -2
# `CCOC(=O)c1cccnc1SCC(=O)N(C)c1ccccc1` is listed with -5, 1, 6, -21, 6, -16, 0, 5, 2
# `Cc1cc(Nc2c(C)cccc2C)n2nc(C)nc2n1` is listed with 1, 1, 9, 2, 0, 8, 0, ., 4

# In a second layout: 2 of the compounds above.
# Screens in order – CatS block	Abs 340nm	Cathepsin G inh	C1s inh	CatB block	FXIIa inh mix	FXIa inh mix	CatL inh	CatB mixtures
O=C(O)c1ccccc1S(=O)(=O)c1ccccc1CO
 : 11	1	7	3	1	1	2	-5	0
COc1ccc(C(c2nnnn2C2CCCCC2)N2CCN(c3ccccc3F)CC2)cc1 (stereo not given)
 : -4	1	9	10	5	7	11	.	1

# Going on with the list:
SMILES,CatS block,Abs 340nm,Cathepsin G inh,C1s inh,CatB block,FXIIa inh mix,FXIa inh mix,CatL inh,CatB mixtures
COc1ccc(CCN2CNc3c(c(=O)n(C)c(=O)n3C)C2)cc1OC,1,1,2,-24,-1,-1,10,24,0
C=CCN(C(=O)Cn1c(C(=O)OC)cc2oc(C)cc21)c1ccccc1,-6,1,1,-2,-3,19,-2,-9,-2
Cc1nc(NCc2ccco2)[nH]c(=O)c1CCC(C)C,-7,1,9,-8,6,0,2,11,1
Cc1cc(C)c2[nH]c(=O)c(C(c3nnnn3C3CCCC3)N3CCOCC3)cc2c1 (stereo not given),10,1,12,10,3,0,2,-9,6
CCCCc1nc2c(=O)[nH]c3ccccc3c2o1,3,0.98,1,-12,-3,4,-1,24,-2
CC1(C)CC(=O)C=C(Nc2cccc(O)c2)C1,-4,1.1,-1,-27,.,3,9,.,3
O=C(CSc1nc2ccccc2[nH]1)NCCCn1ccnc1,-5,1,-1,-14,-1,-16,8,-7,6
CCCc1cc2c(=O)c(-c3ccccn3)coc2cc1OC,-8,1,-3,-39,2,-21,-9,8,-2
O=c1[nH]c2ccccc2cc1-c1noc(-c2cccnc2)n1,-4,1.1,4,-4,5,10,2,-25,1
CCC(=O)N1CCN=C1SCc1ccccc1,4,1,3,5,2,-2,2,.,-1
Cn1c(Cl)cnc1C1CC(=O)c2cc(Cl)ccc2O1 (stereo not given),0,1,6,-9,3,6,10,-5,-1
C=CCn1c(SCc2nc(N)nc(N(C)C)n2)nnc1-c1cccnc1,1,1,8,-8,4,1,-2,0,2
O=S1(=O)CCN2C(c3ccc4c(c3)CCCC4)=CSC2=N1,4,0.99,8,5,5,1,4,11,3
O=C(Oc1ccc(Cl)cc1)N1CCCCC1,-10,1.1,6,19,3,-8,4,.,3
CCN(CC)c1ccc(NC(=O)C2CC3CCC2C3)cc1 (stereo not given),1,1,2,5,-2,19,3,15,-1
COC(=O)c1ccccc1COn1c(=O)c(C)[n+]([O-])c2ccccc21,10,1,-1,-10,-3,5,9,10,6
Cc1cc(C)n(-c2ccc(Cl)c(C(=O)O)n2)n1,5,1,1,6,-4,6,1,18,4
C=C(C)COc1ccc(-c2n[nH]c(C)c2-c2ccccc2)c(O)c1,-4,0.98,7,9,3,7,6,10,4
CCOC(=O)c1cc2sc(C)cc2n1CC(=O)NCc1ccc(F)cc1,-3,0.98,7,7,3,1,4,12,3
CCCNc1nc2c(c(=O)[nH]c(=O)n2C)n1CCc1ccccc1,2,1,38,6,-3,9,16,.,7
COc1cccc2cc(C(C)N(CCCN3CCOCC3)C(=O)Nc3ccccc3)oc12 (stereo not given),-1,1,6,6,3,0,0,6,2
CC(C)c1ccc(NC(=O)C2CC(=O)N=C(N)S2)cc1 (stereo not given),-2,1,8,6,5,-1,6,-5,0
COc1ccc(-n2c(SC3CCOC3=O)nc3ccccc32)cc1 (stereo not given),4,0.99,3,2,-2,6,6,16,8
Cc1ccc(-c2nnn(CC(=O)NCC3COCCO3)n2)o1 (stereo not given),0,0.98,2,4,-2,8,6,-14,-5
O=C(Nc1ccc(CN2CCCCC2)cc1)c1ccc(Br)o1,-2,1,-14,-26,7,7,-15,11,-3

# More records:
SMILES,CatS block,Abs 340nm,Cathepsin G inh,C1s inh,CatB block,FXIIa inh mix,FXIa inh mix,CatL inh,CatB mixtures
Cc1cc(C)c(S(=O)(=O)N(CC(=O)N2CCOCC2)C2CCCCC2)c(C)c1,4,1,-7,-24,2,4,15,16,-1
Cc1cccn2c(=O)c3cc(C#N)c(=O)n(CCCN4CCOCC4)c3nc12,-36,1,-34,-71,-13,8,-40,-57,-29
CCCCOc1ccc(C(=O)CCN2CCCCC2)cc1,-14,1,1,-17,-1,3,6,12,4
CCOC(=O)c1[nH]c(CSc2nnc(-c3ccc(OC)cc3)o2)c(C(=O)OCC)c1C,0,1,7,10,2,-7,7,7,2
Cc1ccc(CN2C(=O)CCC2C(=O)NCc2ccco2)cc1 (stereo not given),-7,1,-5,-52,-2,-5,-5,12,-4
Cc1cc(C(=O)N2CCN(S(C)(=O)=O)CC2)cs1,-3,1.1,10,9,5,2,1,7,3
Cc1c(NC(=O)CN2c3cccc4cccc(c34)S2(=O)=O)c(=O)n(-c2ccccc2)n1C,6,1,8,-8,-2,8,10,3,4
Cc1ccc(-n2ncc(C#N)c2/N=C/N(C)C)cc1,-1,1,6,10,2,6,6,-3,2
COc1ccc(C2C(C(C)=O)=C(O)C(=O)N2C)c(OC)c1 (stereo not given),0,1.1,9,13,3,10,4,9,4
CCOc1ccc(OCC)c(NC(=O)CN2CCN(c3cccc(C)c3)CC2)c1,15,1.1,10,16,2,-3,-7,5,4
COC(=O)c1cc(Br)c(=O)n(-c2nccs2)c1,17,1,16,-2,6,9,12,16,0
Cn1c(SCCOc2ccccc2Cl)nnc1-c1ccncc1,10,1,-1,-30,-1,-19,9,18,8
O=C(NC1C2CC3CC(C2)CC1C3)C1CC1 (stereo not given),-5,1.1,0,-47,2,12,-1,8,2
CCN(CC)CCN1C(=O)c2oc3ccccc3c(=O)c2C1c1cccc(Br)c1 (stereo not given),7,1,2,6,-1,-7,13,4,5
CCn1cc(C(=O)N2CC=C(c3ccccc3)CC2)c(=O)c2ccc(C)nc21,-3,1.1,6,-11,3,0,1,3,1
CCCCOc1ccc(NC(=O)CN2CCN(C(=O)OCC)CC2)cc1,-1,1.1,8,6,6,-21,-4,-8,1

# From PubChem

# The list is partial, so the mix of outcomes need not match the whole.
